Screening data deposited in PubChem by Emory University Molecular Libraries Screening Center.
EP2 antag: inhibitors of human EP2 prostaglandin E2 receptor | P43116 | C6 glioma cells expressing human EP2, cAMP TR-FRET; cells stimulated with saturating PGE2 | inhibition, % at 25 µM | 260,000 tested, 0.52% active | AID 1422;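 active = percent inhibition above 40 after rounding to a whole number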;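 note: rat C6 glioma host cells with rolipram phosphodiesterase inhibitor present; the protocol text gives 20 µM as final concentration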
Target sequence (P43116 whole entry, looked up): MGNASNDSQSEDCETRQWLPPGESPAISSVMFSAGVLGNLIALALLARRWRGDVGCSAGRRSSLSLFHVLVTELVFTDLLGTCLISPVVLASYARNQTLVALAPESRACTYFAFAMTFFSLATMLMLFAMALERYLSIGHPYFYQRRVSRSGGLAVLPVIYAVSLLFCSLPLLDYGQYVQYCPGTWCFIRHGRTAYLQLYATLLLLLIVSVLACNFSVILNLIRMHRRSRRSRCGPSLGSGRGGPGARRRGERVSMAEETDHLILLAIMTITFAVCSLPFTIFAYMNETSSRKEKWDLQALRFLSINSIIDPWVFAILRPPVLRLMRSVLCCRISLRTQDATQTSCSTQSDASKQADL
* = called active by the depositor; & = joins results of further samples. These rows are one share of the data; rates above refer to the full screens.

SMILES	EP2 antag
CCOc1ccc(NC(=O)C2CC(=O)NC(N3CCN(C)CC3)=N2)cc1 (configuration not stated)	7
CC(C)CNC(=O)O	11
O=C(O)c1cn(C2CC2)c2cc(N3CCNCC3)c(F)cc2c1=O	10
COc1ccc(NC(=O)CSc2nc3c(C)cc(C)cc3cc2C)c(OC)c1	13
O=C(CN1CCC(O)(c2ccc3c(c2)OCO3)CC1)NCC1CC1	6
CCOc1ccc2[nH]c(=O)c(CN(Cc3ccccc3)C(=S)NC3CCCCC3)cc2c1	5
Cc1cc(C)c2[nH]c(=O)c(CN(Cc3ccco3)C(=S)NCc3ccccc3)cc2c1	9
Cc1cc(=O)[nH]c2cc(=O)n(-c3ccccc3)n12	10
Cc1ccc(NC(=O)C2CC(=O)OC23CCCCC3)cc1C (configuration not stated)	6
CCCc1c(O)nc(SCC(=O)NC(C)(C)C)[nH]c1=O	7
CNC(=O)CSc1nnc(-n2nc(C)cc2C)c2ccccc12	7
COc1ccc(-c2cc(C(F)(F)F)nc(SCCC(=O)N3CCCCC3)n2)cc1	9
Cc1nc2c(c(=O)[nH]1)CCN(C(=O)c1ccc3sc(C)nc3c1)C2	8
Cc1ccc(NC(=O)CSc2nc3ccccc3c(=O)n2C)cc1Cl	7
COC(C(=O)NC(C)c1nc(-c2cccnc2)n[nH]1)c1ccccc1 (configuration not stated)	5
CCOc1ccc2nc(SCC(=O)NC(C)CC)c(C#N)cc2c1 (configuration not stated)	12
COc1cc([C@@H]2c3cc4c(cc3C(OC3O[C@@H]5COC(C)O[C@H]5[C@H](O)[C@H]3O)C3COC(=O)[C@@H]32)OCO4)cc(OC)c1O (some centres not stated)	15
CCOCCCNC(=S)N(Cc1cc2cc(C)cc(C)c2[nH]c1=O)CC1CCCO1 (configuration not stated)	17
COc1ccc(/C(O)=C2/C(=O)C(=O)N(CCN(C)C)C2c2ccc(O)c(OC)c2)c(C)c1 (configuration not stated)	12
COc1ncccc1-c1nnn(-c2ccccc2Br)n1	1
CN(C)c1nc(Nc2ccc(Cl)c(Cl)c2)nc(Nn2cnnc2)n1	10
N#Cc1c(N)nc2c(c1-c1ccccc1)CCc1ccccc1-2	8
CCc1ccc2[nH]c(=O)c(CN(Cc3cccs3)C(=O)Nc3ccccc3OC)cc2c1	8
Cc1ccc2cc(C(c3nnnn3C(C)(C)C)N(Cc3ccco3)Cc3cccs3)c(=O)[nH]c2c1 (configuration not stated)	14
Nc1[nH]c(=S)[nH]c(=O)c1N=Nc1c(Br)cc(S(N)(=O)=O)cc1Br	51*

Some of these compounds in order of count of non-hydrogen atoms, high to low:
SMILES	EP2 antag
CCOc1ccc2nc(SCC(=O)NC(C)CC)c(C#N)cc2c1 (configuration not stated)	12
CCCc1c(O)nc(SCC(=O)NC(C)(C)C)[nH]c1=O	7
Cc1cc(=O)[nH]c2cc(=O)n(-c3ccccc3)n12	10

More entries follow.
SMILES	EP2 antag
CC(C)n1c(Oc2ccc3c(c2)OCO3)nc2c1c(=O)n(C)c(=O)n2C	4
Cc1cccc(NC(=S)N(CCCO)Cc2cc3cc(C)ccc3[nH]c2=O)c1	16
O=C(NCc1ccccc1)N1CCCC1c1n[nH]c(Cc2ccc(F)cc2)n1 (configuration not stated)	8
CCCC(c1nnnn1CC1CCCO1)N(Cc1cccs1)Cc1cc2cc(C)ccc2[nH]c1=O (configuration not stated)	12
Cn1c(=O)c2c(nc(NN)n2Cc2ccccc2Cl)n(C)c1=O	16
Cc1cc(OCC(=O)Nc2nc3ccc(S(C)(=O)=O)cc3s2)ccc1C(C)C	11
OC(CN1CCN(c2ncccn2)CC1)c1ccc(F)cc1 (configuration not stated)	2
CC1=C(C#N)c2nc(N)c(C#N)c(C)c2/C1=C\c1ccc(Cl)s1	14
Cc1ccc2cc(CN(C(=O)Nc3ccccc3Cl)C3CCCCC3)c(=O)[nH]c2c1	7
O=C(NCCCC1CCOC1)c1cc2ccc(F)cc2[nH]1 (configuration not stated)	7
CC1(C)C2C(Cl)(Cl)C2(C)c2ccccc2N1C(=O)c1ccccc1 (configuration not stated)	10
COc1ccc(C[C@H](N)C(=O)N[C@@H]2[C@@H](CO)OC(n3cnc4c(N(C)C)ncnc43)[C@@H]2O)cc1 (some centres not stated)	21
O=C(CSc1nnc2c3c4c(sc3ncn12)CCCC4)N1CCc2ccccc2C1	5
COc1cc([C@@H]2c3cc4c(cc3C(O[C@@H]3O[C@@H]5CO[C@@H](c6cccs6)OC5[C@H](O)[C@H]3O)C3COC(=O)[C@@H]32)OCO4)cc(OC)c1O (some centres not stated)	20
Cc1ccc2cc(CN(CCO)S(=O)(=O)c3ccc(F)cc3)c(=O)[nH]c2c1	15
CN1CCC(CN(C)Cc2cnc(N3CCOCC3)nc2)C1 (configuration not stated)	5
N=c1oc2cc(O)ccc2cc1C(=O)Nc1ccccc1	5
O=C(Cn1c(-c2cccs2)cc2cccnc21)NC1CCCC1	7
O=C(CN1CCC(c2nc3ccccc3s2)CC1)Nc1cc(C(F)(F)F)ccc1Cl	5
COCCOc1nc2c(c(=O)n(C)c(=O)n2C)n1Cc1ccccc1	9
NC(=O)C1CCN(C(=O)CCCSc2nc(-c3ccco3)cc(C(F)(F)F)n2)CC1	15
CCCCC1=CC2=CC(=O)C(C)(O)C(=O)C2=CO1 (configuration not stated)	9
CCOc1ccccc1-n1c(SCC(=O)N2CCCC(C)C2)nnc1-c1cccnc1 (configuration not stated)	13
CCOc1ccccc1C(=O)Nc1nc2c(s1)C(=O)CC(C)(C)C2	69*
COc1ccc(CN2CC(O)=C(c3nc4ccccc4s3)C2=N)cc1OC	13
(listing goes on)
SMILES	EP2 antag
Cn1c(=O)n(C)c2cc(CN3CCC(O)(c4ccccc4F)CC3)ccc21	5
C[C@@H]1CC2C3CCC4=CC(=O)C=C[C@]4(C)[C@@]3(F)[C@@H](O)C[C@]2(C)[C@@]1(O)C(=O)COP(=O)(O)O (some centres not stated)	19
Cc1ccc(S(=O)(=O)N2CCC(N3CCN(C)CC3)CC2)cc1Cl	9
CCc1cccc2ccc(S(=O)(=O)N3CCOCC3)c(CC)c12	7
CN1CCN(c2ccc(NC(=O)COc3ccccc3)cc2)CC1	10
Cc1ccc(S(=O)(=O)N2CCC(C(=O)Nc3ccc(Br)cc3)CC2)cc1	10
COc1cccc(/C=C\c2[nH]c(=O)[nH]c(=O)c2[N+](=O)[O-])c1OC	12
Cc1ccc2cc(CN(Cc3nnnn3C3CCCCC3)C3CCCCC3)c(=O)[nH]c2c1	4
CC1(c2nnc(Cc3ccccc3)o2)CC(c2ccncc2)=NO1 (configuration not stated)	5
OC(CN1CCC(O)(c2ccc3c(c2)OCO3)CC1)c1ccccc1 (configuration not stated)	1
COc1ccc(Cl)cc1NC(=O)COC(=O)c1ccco1	9
COc1ccc(-n2nnnc2SCC(=O)N2CCc3ccccc32)cc1	9
CCc1nc2sc3c(c2c2nnc(SCC(N)=O)n12)CCCC3	9
Nc1cc(-c2cccs2)nn(CC(=O)NCc2ccc(Cl)cc2)c1=O	6
CCOC(=O)Cc1csc(NC(=O)CSc2nnc(COc3ccccc3)n2C)n1	9
CC(=O)N1c2ccc(NC(=O)CCn3nc(C)c(C)c3C)cc2CC1C (configuration not stated)	12
CCOC(=O)c1c(NC(=S)NC(=O)c2cccnc2)sc2c1CCC(C)C2 (configuration not stated)	7
CC1(c2nnc(-c3ccc(F)cc3)o2)CC(c2ccncc2)=NO1 (configuration not stated)	21
COc1cc(O)ccc1C(C)=O	9
COc1ccccc1N(C(=O)c1ccco1)C(C(=O)NC1CCCC1)c1cccs1 (configuration not stated)	6
CCCc1cc(NCc2ccc(OC)cc2)n2ncnc2n1	6
O=C(NC1CCCCC1)C(c1ccco1)N(Cc1ccc(F)cc1)C(=O)Cn1nnc2ccccc21 (configuration not stated)	6
CCCC(C(=O)NC1CCCC1)N(C(=O)c1snc(C(N)=O)c1N)c1ccc(F)c(Cl)c1 (configuration not stated)	7
O=C(CSc1nc(-c2ccccc2)cc(C(F)(F)F)n1)NCC1CCCO1 (configuration not stated)	12
COc1ccc2oc(=O)c(C(=O)Nc3ccccc3C)cc2c1	16

Exported comma-delimited: 16 of the compounds above.
mol,EP2 antag
OC(CN1CCC(O)(c2ccc3c(c2)OCO3)CC1)c1ccccc1 (configuration not stated),1
COc1ccc(Cl)cc1NC(=O)COC(=O)c1ccco1,9
COc1ccc(-n2nnnc2SCC(=O)N2CCc3ccccc32)cc1,9
CCc1nc2sc3c(c2c2nnc(SCC(N)=O)n12)CCCC3,9
Nc1cc(-c2cccs2)nn(CC(=O)NCc2ccc(Cl)cc2)c1=O,6
CCOC(=O)Cc1csc(NC(=O)CSc2nnc(COc3ccccc3)n2C)n1,9
CC(=O)N1c2ccc(NC(=O)CCn3nc(C)c(C)c3C)cc2CC1C (configuration not stated),12
CCOC(=O)c1c(NC(=S)NC(=O)c2cccnc2)sc2c1CCC(C)C2 (configuration not stated),7
CC1(c2nnc(-c3ccc(F)cc3)o2)CC(c2ccncc2)=NO1 (configuration not stated),21
COc1cc(O)ccc1C(C)=O,9
COc1ccccc1N(C(=O)c1ccco1)C(C(=O)NC1CCCC1)c1cccs1 (configuration not stated),6
CCCc1cc(NCc2ccc(OC)cc2)n2ncnc2n1,6
O=C(NC1CCCCC1)C(c1ccco1)N(Cc1ccc(F)cc1)C(=O)Cn1nnc2ccccc21 (configuration not stated),6
CCCC(C(=O)NC1CCCC1)N(C(=O)c1snc(C(N)=O)c1N)c1ccc(F)c(Cl)c1 (configuration not stated),7
O=C(CSc1nc(-c2ccccc2)cc(C(F)(F)F)n1)NCC1CCCO1 (configuration not stated),12
COc1ccc2oc(=O)c(C(=O)Nc3ccccc3C)cc2c1,16

Other results follow:
SMILES	EP2 antag
CCC(=O)Nc1ccc(-c2nc3cc(CC)ccc3o2)cc1	10
CC1CCCN(c2nc3c(c(=O)[nH]2)CN(Cc2ccccc2O)CC3)C1 (configuration not stated)	4
CC(C)(CCC(C)(C)c1ccccc1)c1ccccc1	12
Cc1nc(C)c(C(=O)N2CCC[C@H](Cn3cc(C(=O)NCc4ccccc4F)nn3)C2)o1	9
N#Cc1c(NC(=O)c2cc(-c3ccc(Cl)cc3Cl)on2)sc2c1CCC2	9
CCOc1ccc2[nH]c(=O)c(CN(Cc3cccnc3)C(=S)Nc3ccccc3)cc2c1	12
COc1cc(NCC[C@@H]2CCCCN2)c2ncccc2c1	7
CC(=O)Nc1ccc(NC(=O)CSc2nc(C(C)C)nc3sc4c(c23)CCC(C)C4)cc1 (configuration not stated)	9
CCN(CC)S(=O)(=O)c1ccc(S(=O)(=O)N2CCN(Cc3ccc4c(c3)OCO4)CC2)cc1	7
O=C(CCCSc1nc(-c2ccco2)cc(C(F)(F)F)n1)NCCN1CCOCC1	19
COc1cccc(C(=O)Nc2ccc(N3CCOCC3)c(Cl)c2)c1	33
O=C(O)c1ccccc1-c1ccccc1C(=O)Nc1ccc2c(c1)Cc1ccccc1-2	39
CN(C(=O)CN1C(=O)[C@H]2CCCN2C(=O)c2ccccc21)C1CCCCC1	8
Clc1cccc(Cl)c1CSc1nnc(-c2ccncc2)n1Cc1ccco1	11
CCn1nnc(NC(=O)c2cccc(C)c2OC)n1	11
CC(=O)NC1(c2ccc(F)cc2)CCN(Cc2cnc(-c3ccccc3C)nc2)CC1	8
COc1cccc(C2Nc3ccc(C(=O)O)cc3C3C4CCC(C4)C23)c1OC (configuration not stated)	14
COc1ccc(-c2nc3cnccn3c2NCc2ccco2)c(OC)c1	9
CC(=O)Nc1ccc(C(O)CN2CCC(O)(c3cccc(C)c3)CC2)cc1 (configuration not stated)	7
COc1ccc(C)cc1N(CC(=O)N1CCN(c2ccc(F)cc2)CC1)S(C)(=O)=O	8
COC(=O)c1ccc(N2NC(=O)/C(=C/c3cc(OC)c(OC)c(OC)c3)C2=O)cc1	9
Cc1ccc(C(C)C(=O)NCCn2nc(-c3ccco3)ccc2=O)cc1 (configuration not stated)	4
COc1ccc2c(c1)cc(C)c1nn(CC(=O)N3CCCC3)c(=O)n12	3
COc1cc2cc(CN(CCCO)C(=S)Nc3ccc(F)cc3)c(=O)[nH]c2cc1OC	6
C[C@H](Cn1nnc2ccccc21)NC(=O)c1cccc(N2CCCCS2(=O)=O)c1	9
(further entries)
SMILES	EP2 antag
COc1ccc(-c2ccc(CN(Cc3ccc4c(c3)OCO4)CC(C)O)cc2)cc1 (configuration not stated)	4
Cc1ccc(C)c2[nH]c(=O)c(CN(Cc3nnnn3Cc3ccccc3)C3CCCCC3)cc12	5
CC1(C)Oc2ccc(S(=O)(=O)N3CCN(C(=O)c4ccco4)CC3)cc2NC1=O	9
COCCCN[C@@H]1CCN(Cc2ccc(F)cc2)C[C@H]1O	3
CC(C)N(C(=O)CSc1nc2ccccc2n1CC(=O)N1C(C)CCCC1C)C(C)C (configuration not stated)	6
COc1ccc(C2(C(=O)NC(C)c3nc(-c4cccnc4)n[nH]3)CCCCC2)cc1 (configuration not stated)	5
CCn1c(SCC(=O)Nc2ccc(OC)cc2OC)nnc1-c1ccncc1	5
C=CCn1c(NCCCOC)nc2c1c(=O)[nH]c(=O)n2C	5
NC(=O)Nc1nc2ccccc2[nH]c1=O	11
CCC(C(=O)OC)n1cnc2sc3c(c2c1=O)CCCC3 (configuration not stated)	4
CCOC(=O)Cc1[nH]nc2c1C1(C(=O)N(C)c3ccccc31)C(C#N)=C(N)O2 (configuration not stated)	8
CCC(c1nnnn1CCOC)N(Cc1cc2cc3c(cc2[nH]c1=O)OCCO3)C1CCCC1 (configuration not stated)	6
S=C(NCCCN1CCOCC1)N1CCN(c2ccccc2)CC1	12
CN(C)CCN(Cc1ccncc1)Cc1ccsc1	6
COc1c2ccoc2cc2oc(C)cc(=O)c12	13&9
C[C@@H](NC(=O)C(=O)c1c[nH]c2ccccc12)c1ccccc1	11
CCn1c(C)[n+](CC(O)COc2ccc(F)cc2)c2ccccc21 (configuration not stated)	11
CC(C(=O)N1CCCC1)n1nc(-c2cccs2)cc(N)c1=O (configuration not stated)	4
COc1cc(C(=O)Nc2cccc(NC(=O)c3cccs3)c2)cc(OC)c1OC	34
Cn1c(=O)n(CC(=O)Nc2ccccc2N2CCOCC2)c2cccnc21	3
OCCOCCNc1ncnc2ccc(Br)cc12	5
NC(Cc1ccccc1)=NCC(=O)O	10
